Source: PubChem BioAssay
Anesthetic bind = candidate novel general anesthetic via apoferritin binding; P02791; apoferritin/1-aminoanthracene competitive binding, fluorescence; Potency, µM (highest dose often 77.5 µM), without a hit: top-dose activity change, negative = displacement, most hits filed as inhibitors; 0.074% of 350,000 active; AID 485281; also: % is scaled to controls: 0 for no effect and ±100 for the full control effect; nearly all actives have a fitted effect of over 20% in size
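Concentration-response curves derived by four-parameter Hill fitting of normalized fluorescence, where compounds displaced 1-AMA from 10 uM horse apoferritin following a brief 10 min room-temperature incubation; propofol titration acted as positive control.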
Pol kappa inh = blocks human DNA polymerase kappa activity; Q9UBT6; purified Pol kappa, fluorescent DNA synthesis assay, 10 min; Potency, µM (highest dose often 107 µM), without a hit: at the highest dose activity, negative = inhibition, hits mostly inhibitors; 0.53% of 400,000 active; AID 588579; also: % is scaled to controls: 0 for no effect and ±100 for the full control effect
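Here, compound and 10 nM enzyme are combined for 15 min at room temperature; adding 50 nM substrate (final) starts DNA synthesis, tracked by fluorescence at 0 and 10 min against buffer-only wells.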
Pol iota inh = DNA polymerase iota (human) inhibition | Q9UNA4 | Pol iota fluorescent replication assay, 10 min | Potency, µM (series often up to 115 µM), for inactives: at the top dose activity, negative = inhibition, hits mostly inhibitors | 1% of 390,000 active
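Pol iota at 10 nM preincubated 15 min with compounds at room temperature; reaction started with fluorescent substrate, 50 nM final. Fluorescence read kinetically at 0 and 10 min; buffer-only wells as negative control.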
POLB inh = DNA polymerase beta (human) inhibition. Potency, µM (highest dose often 114 µM), inactives show top-dose activity change, negative = inhibition, hits mostly inhibitors. P06746. 1.3% of 340,000 active. Pol beta primer extension/strand displacement, fluorescence kinetic; also: % is scaled to controls: 0 for no effect and ±100 for the full control effect
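Pol beta (10 nM) and compounds were preincubated 15 min at room temperature, then 50 nM substrate (final) started primer extension/strand displacement. Reads were taken at 0 and 10 min; concentration-response data were fitted to a four-parameter Hill equation.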
APEX1 inh = APE1 (human) endonuclease inhibition. P27695. recombinant APE1, TAMRA/BHQ-2 abasic DNA cleavage fluorescence. Potency, µM (series often up to 65.8 µM), for the others: at the highest dose activity change, negative = inhibition, actives largely listed as inhibitors. 0.35% of 350,000 active. AID 2517;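 also: plate controls were vehicle for no effect and reference inhibitor for full effect; nearly all actives have a fitted effect of over 55% in size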
Target sequence (P27695 whole entry, looked up): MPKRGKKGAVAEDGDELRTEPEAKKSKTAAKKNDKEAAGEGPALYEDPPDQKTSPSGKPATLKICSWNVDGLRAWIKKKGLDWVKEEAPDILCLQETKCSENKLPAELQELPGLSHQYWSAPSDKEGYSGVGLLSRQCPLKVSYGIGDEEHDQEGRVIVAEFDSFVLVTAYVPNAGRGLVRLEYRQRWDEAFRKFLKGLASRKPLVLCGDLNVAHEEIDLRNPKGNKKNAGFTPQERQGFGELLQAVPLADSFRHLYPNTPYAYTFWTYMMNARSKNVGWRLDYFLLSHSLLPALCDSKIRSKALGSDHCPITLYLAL
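Substrate: short duplex with […] THF abasic site, 5'-TAMRA and 3'-BHQ-2, 50 nM final. APE1 at 0.75 nM, preincubated 15 min RT with compound. Fluorescence increase from first to third read measured activity.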
BAZ2B inh = inhibitors of human BAZ2B bromodomain | Q9UIF8 | AlphaScreen BAZ2B-H3K14Ac peptide displacement | Potency, µM (highest dose often 114 µM), for inactives: at the highest dose activity change, negative = inhibition, most hits filed as inhibitors | 4.4% of 360,000 active | AID 504333; also: % is scaled to controls: 0 for no effect and ±100 for the full control effect; nearly all actives have a fitted effect of over 60% in size
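BAZ2B 50 nM plus b-H3(5-23)K14Ac 50 nM, PBS pH 7.4/0.01% Tween-20, 30 min RT; compound added (max 110 uM), 30 min RT; streptavidin donor/Ni-chelate acceptor beads 10 ug/mL final, 20 min dark; AlphaScreen read.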
Pol eta inh = inhibitors of human DNA polymerase eta | Potency, µM (titrated, usually from 114 µM), inactives show at the highest dose activity change, negative = inhibition, usual class: inhibitors | 1.2% of 390,000 active | recombinant Pol eta, fluorescent DNA replication assay; also: % is scaled to controls: 0 for no effect and ±100 for the full control effect
Target sequence (Q9Y253 whole entry, looked up): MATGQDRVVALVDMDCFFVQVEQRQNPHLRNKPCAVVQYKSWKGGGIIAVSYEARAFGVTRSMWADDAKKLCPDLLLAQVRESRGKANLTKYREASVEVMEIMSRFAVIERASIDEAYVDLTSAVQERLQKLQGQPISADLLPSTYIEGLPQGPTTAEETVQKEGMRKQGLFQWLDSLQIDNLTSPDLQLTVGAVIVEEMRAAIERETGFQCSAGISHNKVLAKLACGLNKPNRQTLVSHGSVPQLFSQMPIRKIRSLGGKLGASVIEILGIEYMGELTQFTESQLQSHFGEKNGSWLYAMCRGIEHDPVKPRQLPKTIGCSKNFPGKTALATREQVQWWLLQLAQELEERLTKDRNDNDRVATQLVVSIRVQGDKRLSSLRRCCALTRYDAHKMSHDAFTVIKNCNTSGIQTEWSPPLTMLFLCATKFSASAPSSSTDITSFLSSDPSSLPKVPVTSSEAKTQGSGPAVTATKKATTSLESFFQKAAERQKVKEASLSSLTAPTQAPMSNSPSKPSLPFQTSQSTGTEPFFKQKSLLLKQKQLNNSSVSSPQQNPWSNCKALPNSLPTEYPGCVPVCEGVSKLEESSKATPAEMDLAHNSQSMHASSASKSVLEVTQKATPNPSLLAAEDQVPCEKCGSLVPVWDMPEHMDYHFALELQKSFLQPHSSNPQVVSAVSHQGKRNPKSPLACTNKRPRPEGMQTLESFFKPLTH
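Pol eta (10 nM) was preincubated with compounds for 15 min at room temperature, after which fluorescent replication substrate (50 nM final) was added to start the reaction. Fluorescence was read kinetically at 0 and 10 min.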
BLM helicase inh = Bloom syndrome helicase (human) inhibition; Potency, µM (titrated, usually from 56.1 µM), for the others: top-dose activity change, negative = inhibition, most hits filed as inhibitors; P54132; 0.2% of 350,000 active; recombinant BLM DNA unwinding, fluorescence dequenching;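 also: plate controls were vehicle for no effect and no enzyme for full effect; nearly all actives have a fitted effect of over 35% in size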
G9a block = inhibitors of human histone lysine methyltransferase G9a; 8.8% of 350,000 active; G9a H3K9 monomethylation, AlphaScreen, 2 h; Q96KQ7; Potency, µM (highest dose often 102 µM), for the others: top-dose activity, negative = inhibition, actives largely listed as inhibitors; also: % is scaled to controls: 0 for no effect and ±100 for the full control effect; nearly all actives have a fitted effect of over 75% in size
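Signal arises when biotinylated H3K9 peptide, once monomethylated, bridges streptavidin donor and antibody-captured acceptor beads. Enzyme at 20 nM was preincubated 15 min with test compounds; peptide 500 nM and SAM 20 uM then reacted for 2 h.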
* = called active by the depositor; ? = inconclusive; . = no result given; & = joins results of further samples; [ ] = dose if it differs, or a comment. Calls follow the shape of the dose curve; as a rule, active = well fitted curve in the direction sought with a large enough effect; inconclusive = small, poorly fitted or top-dose-only effect, or another doubt; inactive = no such curve, though single readings can be large; an effect the other way counts as inactive or inconclusive. Potency is read from the fitted curve at half-maximal effect.

item	structure	Anesthetic bind	Pol kappa inh	Pol iota inh	POLB inh	APEX1 inh
1	c1ccc(-n2nnc3cnccc32)cc1	-5.8%	1.3%	2.0%	4.0%	-4.3%
2	Cc1ccc(NC(=O)C2CCCN(S(=O)(=O)c3ccc(C)cc3)C2)cc1 (stereo not drawn)	-7.1%	-6.9%	-6.9%	1.3%	.
3	COc1ccccc1N(CC(=O)NC(C)(C)C)C(=O)C1CSC(=O)C1 (stereo not drawn)	-14.0%	-0.6%	1.7%	-19.7%	3.9%
4	Cc1cc(C)c(OCC(=O)Nc2ccc(S(=O)(=O)N3CCCC3)cc2)c(C)c1	.	4.1%	-10.1%	.	33.8%
5	CCCn1c(=O)c(C(=O)OCC)c(O)c2cc(Br)ccc21	-4.9%	-4.2%	-22.8%	0.6%	-3.1%
6	Cc1ccccc1S(=O)Cc1ccc(C(=O)NC2CCCCCC2)o1 (stereo not drawn)	-9.0%	2.7%	-4.5%	23.6%	.
7	COc1cc(OC)cc(C(=O)NCC(=O)N2CCN(c3ccc(O)cc3)CC2)c1	-14.6%	-6.1%	?	32.6%	-3.5%
8	COc1ccccc1C(=O)NC(=S)Nc1ccccc1N1CCCCC1	-19.2%	-9.5%	-15.3%	-16.0%	17.6%
9	COc1ccc(NC(=O)COC(=O)Cn2nnc3ccccc32)cc1	-17.1%	-13.3%	10.4%	46.5%[activator]	7.8%
10	CN(C)C(=O)c1ccc(NC(=O)COC(=O)C2=COCCO2)cc1	.	-27.4%	?	.	11.8%
11	O=C(O)COc1ccc(Br)cc1/C=C1/SC(=O)N(CC(=O)N2CCCC2)C1=O	-2.7%	-8.7%	?	18.3%	-11.1%
12	Cc1ccc2c(c1)N(S(=O)(=O)c1ccc(F)cc1)C(C(C)(C)C)CO2 (stereo not drawn)	-5.0%	-10.7%	19.3%	-15.0%	-2.2%

item	BAZ2B inh	Pol eta inh	BLM helicase inh	G9a block
1	18.1%	5.8%	1.8%	-4.6%
2	0.6%	6.8%	1.3%	3.4%[59 µM]
3	2.1%	0.2%	-0.5%	1.1%[59 µM]
4	9.2%	-19.3%	.	50.1µM*
5	-8.1%	-6.5%	-10.9%	?
6	.	1.8%	-4.6%	-24.4%[59 µM]
7	-7.9%	7.7%	-0.9%	22.4µM*
8	-24.5%	?	-6.5%	6.0%
9	-4.5%	1.2%	-4.5%	18.9%
10	-1.9%	0.2%	.	5.1%[0.501 µM]
11	3.9%	0.9%	0.7%	-35.6%[2.33 µM]
12	12.6%	-5.4%	-9.1%	?

Whole records from above. Values in the order: Anesthetic bind	Pol kappa inh	Pol iota inh	POLB inh	APEX1 inh	BAZ2B inh	Pol eta inh	BLM helicase inh	G9a block
COc1ccc(NC(=O)COC(=O)Cn2nnc3ccccc32)cc1 is listed as -17.1%	-13.3%	10.4%	46.5%[activator]	7.8%	-4.5%	1.2%	-4.5%	18.9%
COc1cc(OC)cc(C(=O)NCC(=O)N2CCN(c3ccc(O)cc3)CC2)c1 is listed as -14.6%	-6.1%	?	32.6%	-3.5%	-7.9%	7.7%	-0.9%	22.4µM*
Cc1ccc2c(c1)N(S(=O)(=O)c1ccc(F)cc1)C(C(C)(C)C)CO2 (stereo not drawn) is listed as -5.0%	-10.7%	19.3%	-15.0%	-2.2%	12.6%	-5.4%	-9.1%	?
CN(C)C(=O)c1ccc(NC(=O)COC(=O)C2=COCCO2)cc1 is listed as .	-27.4%	?	.	11.8%	-1.9%	0.2%	.	5.1%[0.501 µM]

The list goes on:
item	structure	Anesthetic bind	Pol kappa inh	Pol iota inh	POLB inh	APEX1 inh
13	COc1ccc(-c2c(-c3ccccc3OC)sc3ccccc23)cc1C=O	.	-6.4%	?	.	6.8%
14	O=C(CCN1C(=O)c2ccccc2C1=O)Nc1ccc2c(c1)OCCO2	4.1%	-11.5%	-22.8%[58.9 µM]	0.2%	1.4%
15	CC1CCCC(NC(=O)COC(=O)c2cc(S(=O)(=O)N3CCOCC3)ccc2F)C1C (stereo not drawn)	.	-17.3%	-5.3%	.	2.5%
16	COc1cc2c(cc1OC)CN(CC(=O)Nc1ccc(F)cc1F)CC2	1.0%	4.4%	8.0%	1.6%	54.5%[activator]
17	Cc1ccc(Nc2nc(C)cc(C)c2C(N)=O)c(C)c1	-4.3%	-2.7%	-5.8%	0.1%	25.7%
18	COCCN(Cc1nc(C(c2ccccc2)c2ccccc2)no1)C(C)C	-14.2%	-1.8%	13.8%	40.5%	-4.0%
19	C/C(=N\Nc1nc(-c2ccc(C)cc2)nc2ccccc12)c1ccc([N+](=O)[O-])cc1	-7.2%	.	.	?	-0.3%
20	CCOc1ccc(NC(=O)CCSc2ccc3ccccc3n2)cc1	-2.1%	-20.8%	9.7%	-15.5%	-4.5%
21	CCn1c(SCC(=O)C(C)(C)C)nnc1-c1cnccn1	-6.9%	0.0%	22.9%	-1.6%	-4.5%
22	CCC1(c2ccccc2)NC(=O)N(CC(=O)N(c2ccccc2)C2CCS(=O)(=O)C2)C1=O (stereo not drawn)	.	-2.3%	25.2%	.	-12.4%
23	Cn1nnnc1SCCCNCc1cc(Cl)ccc1OCc1ccccc1	-13.2%	0.0%	4.3%	3.4%	.
24	COc1ccc(/C=N/Nc2nc(Nc3ccccc3)nc(N3CCCCC3)n2)cc1OC	-11.1%	-2.3%	1.2%	10.1%	-1.8%

item	BAZ2B inh	Pol eta inh	BLM helicase inh	G9a block
13	38.6%	0.9%	.	2.8%[0.501 µM]
14	63.9%[activator]	-2.0%	2.3%	76.8%[activator][59 µM]
15	-6.5%	1.7%	.	3.8%[59 µM]
16	-15.8%	-19.0%	1.5%	3.9%
17	-13.5%	0.0%	0.4%	-7.9%
18	10.1%	-24.2%	-8.7%	.
19	133.0%[activator]	.	-5.3%	56.3%[activator][59 µM]
20	-3.4%	-15.5%	1.3%	-5.5%
21	0.1%	-6.2%	-2.0%	8.1%[59 µM]
22	.	-19.8%	.	.
23	-12.7%	-20.2%	4.5%	-33.0%[59 µM]
24	-4.0%	-3.7%	4.9%	.

(next part)
item	structure	Anesthetic bind	Pol kappa inh	Pol iota inh	POLB inh	APEX1 inh
25	O=C(O)COc1ccc(/C=C/C(=O)c2ccc(C3CCCCC3)cc2)cc1	-17.9%	-6.2%	?	?	7.0%
26	O=C(Cc1ccccc1)Nc1cccc([N+](=O)[O-])c1	?	-0.5%[60.1 µM]	-3.8%	-8.2%	3.7%
27	CN1CCN(c2ccc(NC(=S)NC(=O)c3cccc4c(Br)cccc34)cc2)CC1	5.3%	-1.4%	13.2%	28.1%	7.9%
28	CCOC(=O)NC1(C(F)(F)F)NC(=O)N(Cc2ccco2)C1=O (stereo not drawn)	-1.2%	-4.8%	-2.6%	-10.4%	-1.9%
29	CC(=NNC(=O)c1cccc(S(=O)(=O)N2CCCC2)c1)c1ccccc1	.	1.7%	6.6%	.	32.9%
30	CCOc1ccc(N2CC(C(=O)NCCN3C(=O)S/C(=C/c4cccnc4)C3=O)CC2=O)cc1 (stereo not drawn)	.	-8.4%	-12.2%	.	8.7%
31	CC1CCCC(NC(=O)C2CCN(S(=O)(=O)N3CCOCC3)CC2)C1C (stereo not drawn)	-7.7%	-0.2%	11.1%[58.9 µM]	26.2%	10.8%
32	COc1ccc(C(=O)NCC23C=CC(O2)C2C(=O)N(Cc4ccccc4)C(=O)C23)cc1 (stereo not drawn)	-11.6%	-2.0%	17.3%	23.8%	1.2%
33	O=C(NCCCN1CCOCC1)c1cc2c(s1)CSC2	-5.9%	-24.6%	7.4%	35.6%	0.2%
34	COc1ccc2c(CSc3nc4nc(C)cc(C)n4n3)cc(=O)oc2c1	?	4.4%	-28.7%	?	-3.5%
35	COc1cc2c(-c3ccc4[nH]ccc4c3)c(-c3ccc(C#N)cc3)oc(=O)c2cc1OC	.	-0.8%	6.9%	.	-6.6%
36	Nc1ccc(C(=O)N/N=C/c2ccc(N3CCOCC3)s2)cc1	.	-12.7%	6.8%	.	14.4%

item	BAZ2B inh	Pol eta inh	BLM helicase inh	G9a block
25	-15.6%	39.8µM*	?	22.4µM*
26	-1.5%	8.7%	-9.5%	?
27	?	-13.4%	-1.0%	6.31µM*
28	3.4%	-11.6%	0.5%	18.6%[59 µM]
29	.	-17.9%	.	.
30	2.8%	-6.0%	.	14.1µM*
31	3.4%	-8.4%	-1.3%	0.3%
32	-6.0%	-17.4%	0.3%	?
33	?	-35.8%	-4.4%	45.6%[0.501 µM]
34	8.7%	?	-7.3%	-35.5%
35	50.7%[activator]	-3.7%	.	2.9%[0.501 µM]
36	.	-0.5%	.	.

The listing continues.
item	structure	Anesthetic bind	Pol kappa inh	Pol iota inh	POLB inh	APEX1 inh
37	COc1ccc(C2=NN(c3nc4ccccc4s3)C(=O)C2)cc1	-6.5%	-9.4%	26.0%	?	-3.7%
38	O=S(=O)(Nc1cccc(-c2ccc(N3CCCCCC3)nn2)c1)c1ccccc1F	-5.6%&-5.9%	-12.4%	14.6%&24.3%	-0.4%&2.6%	-15.3%
39	CC(=O)COc1cc(C)cc2oc(=O)c(C)c(C)c12	-8.6%	-11.3%	-7.4%	1.5%	-7.4%
40	CCn1c(=O)n(C2=C(CO)CN(CC3CCCCCCC3)CC2)c2ccccc21	-8.5%	3.8%[60.1 µM]	.	.	-1.7%
41	N#CCC(=O)Nc1ccc(C(=O)NCCc2c[nH]c3ccccc23)cc1	3.8%	2.4%	18.9%	4.3%	8.6%

item	BAZ2B inh	Pol eta inh	BLM helicase inh	G9a block
37	-16.4%	2.6%	-18.6%	-37.4%
38	-20.0%[57.1 µM]	2.2%&-19.7%	-5.4%&-4.8%	14.6%
39	-15.8%	-6.8%	2.1%	10.0%[12.7 µM]
40	.	.	-6.0%	.
41	-27.6%	-0.3%	-6.5%	-12.6%

An excerpt (hit frequency here may not be typical).
